Compound activity from PubChem.
ZTA counter: blocks Epstein-Barr virus ZTA, an EBNA-1 counter-screen; P03206; ZTA-DNA binding, fluorescence polarization; inhibition, % at 11 µM; hit rate 0.15% among 320,000; in the data active means inhibition above about 33%
Target sequence (P03206 whole entry, looked up): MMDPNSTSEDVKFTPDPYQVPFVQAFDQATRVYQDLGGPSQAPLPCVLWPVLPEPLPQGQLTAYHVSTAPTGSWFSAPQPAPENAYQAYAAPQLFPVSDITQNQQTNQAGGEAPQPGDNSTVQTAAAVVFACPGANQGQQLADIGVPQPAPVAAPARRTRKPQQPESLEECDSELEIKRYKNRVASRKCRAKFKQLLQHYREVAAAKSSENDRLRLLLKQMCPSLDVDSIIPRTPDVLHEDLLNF
PP5 primary: blocks human protein phosphatase 5 activity; P53041; purified PP5c, OMFP substrate fluorescence; inhibition, % at 6.7 µM; hit rate 0.18% among 320,000;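 active means inhibition above the campaign's mean inhibition across all tested compounds plus 3 SD, cut at about 9.5% in these data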;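 further: 0% = DMSO only and 100% = 100 µM cantharidin control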
Target sequence (P53041 whole entry, looked up): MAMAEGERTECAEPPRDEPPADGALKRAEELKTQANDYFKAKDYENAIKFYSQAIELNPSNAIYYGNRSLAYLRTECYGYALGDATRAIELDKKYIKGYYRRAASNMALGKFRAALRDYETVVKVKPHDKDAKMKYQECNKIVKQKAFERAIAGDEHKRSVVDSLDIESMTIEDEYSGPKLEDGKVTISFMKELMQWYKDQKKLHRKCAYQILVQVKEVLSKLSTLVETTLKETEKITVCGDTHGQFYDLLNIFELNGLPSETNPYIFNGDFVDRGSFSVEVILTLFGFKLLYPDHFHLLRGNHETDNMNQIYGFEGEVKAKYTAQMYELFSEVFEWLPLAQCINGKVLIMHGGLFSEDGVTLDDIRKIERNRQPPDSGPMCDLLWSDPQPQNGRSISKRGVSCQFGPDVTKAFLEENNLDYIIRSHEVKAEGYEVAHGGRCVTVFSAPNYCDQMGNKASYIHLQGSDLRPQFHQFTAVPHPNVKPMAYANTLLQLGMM
PP1 counter: blocks human PP1-alpha phosphatase, a PP5 counter-screen; inhibition, % at 6.7 µM; P62136; hit rate 0.9% among 320,000; purified PP1alpha, OMFP fluorescence;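 active means inhibition above the mean inhibition of all tested compounds plus 3 SD, computed separately for each screening campaign, cut at about 15% in these data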
Target sequence (P62136 whole entry, looked up): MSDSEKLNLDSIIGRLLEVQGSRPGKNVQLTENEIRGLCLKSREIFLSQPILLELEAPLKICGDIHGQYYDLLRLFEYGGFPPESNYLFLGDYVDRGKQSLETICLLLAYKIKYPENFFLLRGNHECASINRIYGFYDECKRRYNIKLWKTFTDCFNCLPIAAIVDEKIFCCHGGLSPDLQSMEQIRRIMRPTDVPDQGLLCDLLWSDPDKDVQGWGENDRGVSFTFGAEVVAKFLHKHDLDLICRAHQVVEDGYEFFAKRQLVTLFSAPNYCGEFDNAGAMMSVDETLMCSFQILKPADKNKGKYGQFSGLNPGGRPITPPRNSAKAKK
PREPL inhibitor: human PREPL enzyme inhibition | recombinant PREPL, fluorescence polarization activity-based probe | Q4J6C6 | inhibition, % at 5.96 µM | hit rate 0.68% among 320,000; in the data active means inhibition above about 43%;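 further: 0% = enzyme with DMSO and 100% = wells lacking enzyme; many of its hits are not listed in these tables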
Fh CTSL1 inh: counter-screen for PFM18AAP inhibitors: inhibitors of F. hepatica cathepsin L1 | recombinant F. hepatica cathepsin L1, Z-Leu-Arg-MCA fluorescence | inhibition, % at 5.96 µM | hit rate 0.49% among 300,000 | AID 1906;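 active means inhibition above the mean of all tested compounds plus 3 SD, set per screening campaign, cut at about 17% in these data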;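 further: 0% = plate median of test compound wells and 100% = 1 µM Z-Phe-Ala-diazomethylketone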
EBNA-1 inh: blocks EBNA-1 binding to DNA; EBNA-1 DNA binding, fluorescence polarization; inhibition, % at 14.8 µM; hit rate 0.34% among 300,000; in the data active means inhibition above about 28%
Efflux pump mplx: antifungal efflux pump inhibition, Nile Red retention; S. cerevisiae Candida pump triplex; inhibition, % at 10 µM; hit rate 0.44% among 330,000; AID 485275;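 active means plate passing quality check with inhibition over a set limit, or well fluorescence over plate mean plus 4 SD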;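 further: Nile Red retained in pooled yeast measured as flow cytometry median fluorescence; 0% = buffer negative control and 100% = Enniatin B positive control; higher means more Nile Red kept so more efflux inhibition; some compounds called inactive have numbers as strong as hits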
core dimer inh: HCV core protein dimerization inhibition | inhibition, % at 5 µM | TR-FRET GST/Flag-core106 dimerization, 1536-well | hit rate 0.33% among 300,000 | AID 1899;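 active means inhibition above the mean of all tested compounds plus 3 SD, set per screening campaign, cut at about 45% in these data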
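Test system: GST/Flag-tagged HCV core106 proteins; Medium: KF-containing HEPES buffer, pH 7.45, DTT, CHAPS, BSA; Times: compound-protein-antibody incubation 4 h at 22.5 °C; Detection: TR-FRET 671 and 617 nm emission; Benchmarks: wells lacking GST-core106 and wells with excess unlabelled core106.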
TPT1 inhibitor: C. albicans TPT1 enzyme inhibition; AID 1962; recombinant caTPT1, FP RNA substrate dephosphorylation; inhibition, % at 5 µM; hit rate 0.81% among 300,000;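 active means inhibition above the mean of all tested compounds plus 3 SD, set per screening campaign, cut at about 24% in these data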;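 further: plate controls were DMSO alone for no effect and ferristatin control at 100 nM for full effect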
* = called active by the depositor; / = not tested or not shown. Not all compounds are listed. The share of hits here may be higher or lower than overall.

SMILES	ZTA counter	PP5 primary	PP1 counter	PREPL inhibitor	Fh CTSL1 inh	EBNA-1 inh	Efflux pump mplx	core dimer inh	TPT1 inhibitor
Cc1ccc(S(=O)(=O)N2CCCCC2)cc1C(=O)NC1CCCCC1	9	0.1	4	26	-1	7	0.0	0	4
CC(C)c1nc(N2CCN(C(=O)c3ccccc3)CC2)c(C#N)c2c1COC(C)(C)C2	-12	5.7	-2	6	0	-6	0.0	14	-3
CC(=O)N1CCN=C1SCc1c(F)cccc1Cl	-10	-1.4	-2	10	1	6	-0.2	5	-3
Cc1ccccc1C(=O)N1CCN(c2ccc(NC(=O)c3ccc4c(c3)OCCO4)cc2)CC1	-9	2.0	-2	22	2	11	-0.4	-3	-1
C=CCn1c(N2CCCCCC2)nc2c1c(=O)[nH]c(=O)n2C	-5	-11	1	20	8	-5	0.0	-16	-6
Cc1cnc(C(=O)OCC(=O)Nc2cc(S(=O)(=O)N3CCCCC3)ccc2Cl)cn1	0	0.8	-3	8	-8	3	0.1	-3	-2
Cn1cccc1/C=N/NC(=O)C(O)c1ccccc1 (centres undefined)	0	-0.4	-4	0	2	11	-0.1	-3	-3
CC1CC(NC(=O)c2cnc3n(c2=O)CCS3)CC(C)(C)C1 (centres undefined)	4	0.1	1	20	3	-9	-0.1	-3	2
COCCOC(=O)C1=C(C)N=C2SCCC(=O)N2C1c1ccc(OC(=O)c2ccco2)cc1 (centres undefined)	-10	5.0	-8	41	-19	1	0.2	-2	0
CC(=O)c1c(C)[nH]c(C(=O)OCC(=O)Nc2ccc(Cl)c(S(=O)(=O)N(C)C)c2)c1C	3	1.5	2	-12	-13	3	0.0	1	0
O=C(c1cc(-c2ccc(F)cc2)no1)N1CCN(Cc2ccc3c(c2)OCO3)CC1	0	0.5	2	-4	0	-10	0.5	7	-2
CNC(=S)N(CCc1ccc(OC)c(OC)c1)C1CC(=O)N(c2ccccc2)C1=O (centres undefined)	-2	3.0	-7	2	0	-2	0.3	-6	-3
Cc1ccc(/C=N\NC(=O)Cn2c(C)nc3ccccc32)o1	-2	0.3	2	12	1	-8	0.1	-12	-5
CSCc1cc(N(C)c2ccccc2)nc(-c2ccccc2)n1	-13	2.2	-4	-10	0	4	0.2	13	-1
c1ccc(-c2nnc(N3CCOCC3)nc2-c2ccccc2)cc1	-30	0.6	-1	3	-1	-10	0.2	1	-1
CC(CCc1ccccc1)N1CCN(Cc2ccccc2)CC1 (centres undefined)	13	-2.9	-1	-5	5	2	0.3	0	1
CCC(NS(=O)(=O)c1ccc(C)cc1)C(=O)N1CCOCCOCCOCCOCC1 (centres undefined)	-7	1.1	2	9	-2	4	0.0	-5	-1
Cc1onc(C(=O)N2CCN(C(c3ccccc3)c3ccccc3)CC2)c1[N+](=O)[O-]	-5	2.2	5	-2	2	4	-0.2	34	-1
COc1ccc(-c2cn(CC3CCCCC3)nn2)cc1	-2	2.8	1	8	1	2	0.1	-2	-1
Cc1ccc(C)c(Nc2nc3nonc3nc2N2CCOCC2)c1	0	-0.8	1	10	2	1	0.0	2	-3
O=C1CC(Cc2ccccc2)C(=O)N1c1ccc(Cl)cn1 (centres undefined)	-18	0.8	-1	-1	-1	-9	0.2	6	2
Cc1cc(C)c(S(=O)(=O)N2CCOC2CNC(=O)C(=O)NCCCN2CCCC2=O)c(C)c1 (centres undefined)	-8	1.8	0	2	-4	5	-0.1	-4	-5
COc1ccc(NC(=O)CCC(=O)c2cccs2)c(OC)c1	-3	1.9	-2	4	-4	-16	0.0	9	2
COC(=O)c1sccc1NC(=S)Nc1ccc(C)cc1	-5	1.8	-2	13	-1	10	0.0	-4	-2
S=c1[nH]nc(C2CCCCC2)n1/N=C/c1ccccn1	-27	2.6	2	1	-2	-12	0.3	-2	-3
COc1ccc(CNc2ccc([N+](=O)[O-])cc2C)cc1	-10	4.1	2	28	2	0	0.3	2	4
COc1ccc(C2CC(c3ccc([N+](=O)[O-])cc3)=NN2C(C)=O)cc1 (centres undefined)	-14	2.4	2	-28	-2	8	0.0	-2	-1
O=c1c2[nH]c3ccccc3c2ncn1Cc1ccco1	14	1.8	-3	1	-3	-21	0.1	-7	2
CCOc1ccc(NC(=S)N2CCC(c3nc4ccccc4[nH]3)CC2)cc1	9	0.2	1	-3	-4	5	-0.2	3	-1
COCCCNC(=O)C(=O)N/N=C/c1cc2c(cc1Br)OCO2	-1	-1.8	-1	-9	-2	-11	0.2	-2	0
CCc1ccc[n+](-c2[nH]c(=O)sc2/C=N/N=C(\[O-])CCn2c3ccccc3c3ccccc32)c1	-8	-1.3	1	10	0	8	-0.1	-6	-6
O=c1cc(Cn2ccnc2)c2cc3c(cc2o1)CCC3	-9	0.4	-2	-14	2	5	-0.1	3	0
CCCN1C(=O)C(O)(CC(=O)c2ccc3c(c2)OCCO3)c2ccccc21 (centres undefined)	6	0.6	-1	18	3	-3	0.0	-3	-4
O=C(CSc1nnc(-c2ccc(F)cc2)o1)N1CCCCC1	-5	0.3	-1	12	0	-1	0.7	2	-5
CCN1CCc2c(sc(N)c2C(N)=O)C1	-11	0.9	-3	19	-2	-2	0.0	-5	-25
C=CCn1c(C)cc(C(=O)CSc2nc3ccccc3o2)c1C	-11	2.8	0	-4	4	-6	0.0	1	-4
COc1ccc(CCNC(=O)c2cnn3ccccc23)c(OC)c1OC	9	-2.4	-2	-4	-3	10	0.1	9	1
Cc1cc(C(=O)CSc2nnc(-c3ccc(OC(F)F)cc3)o2)c(C)n1Cc1cccs1	-16	1.4	-2	4	-4	6	-0.1	34	0
CC(C)(C)c1cn(-c2ccc(Cl)cc2)c(=S)[nH]1	9	3.3	-7	8	-2	-1	0.0	1	2
O=C(Nc1ccc(O)c2c(=O)cc(-c3ccccc3Cl)oc12)c1ccc(Cl)cc1Cl	-17	0.0	0	3	2	8	-0.1	13	2
COc1ccc(OCC(=O)NC(=O)c2ccccc2OC)c([N+](=O)[O-])c1	-10	-1.5	-5	16	-1	-4	-0.2	-5	1
O=C(NN=C1CCCCCCC1)c1ccc2ccccc2n1	14	1.1	-3	7	-2	-9	0.2	8	2
CCOc1ccccc1N1C(=O)CC(Nc2ccc(N3CCOCC3)cc2)C1=O (centres undefined)	-11	1.1	3	13	-2	-1	-0.1	4	-2
Cc1cccc(N2C(=S)NC3c4ccccc4OC2(C)C3C(=O)N(C)C)c1 (centres undefined)	-9	0.8	5	-6	4	1	0.0	-3	-4
CC(=O)Nn1c(-c2ccccc2)cc2ccccc21	-10	1.8	-1	-16	-3	2	0.0	3	4
Cc1ccc(OCc2nnc(SCC(=O)Nc3ccc(N4CCOCC4)cc3)o2)cc1	-7	0.1	-2	4	1	8	-0.1	3	-3
N#C/C(=C/c1cccc([N+](=O)[O-])c1)C(=O)Nc1ccccc1O	-26	2.7	-3	6	-2	-6	-0.3	-5	1
CC(=O)Nc1ccc(C(=O)N/C(=C/c2ccccc2)C(=O)NCc2ccco2)cc1	1	1.7	0	5	1	-6	0.3	-66	3
O=C1NC[C@H](c2ccccc2)N(CCc2cccc(F)c2)C1=O	-2	0.3	-3	-19	0	6	-0.1	7	-3
COc1ccc(/C=C/c2cccc[n+]2C)c(O)c1	2	1.2	3	-1	4	-2	0.1	-2	1
Cc1ccc(N2CCN(S(=O)(=O)c3c(C)nc4scc(C)n4c3=O)CC2)c(C)c1	-16	5.3	1	14	-2	-10	0.2	10	1
COc1cc2cnc(-c3ccccc3)c(C(=O)c3ccc(F)cc3)c2cc1OC	-1	0.8	2	-1	/	/	0.5	/	/
O=S(=O)(Nc1nc(-c2sccc2Cl)cs1)c1cc(Cl)ccc1Cl	3	1.6	19*	1	-2	26	-0.1	20	-8
O=C1c2ccccc2C(=O)C1c1ccccc1F	-1	1.8	4	1	-1	-3	0.2	-11	1
Cc1nc(SCC(=O)NCc2ccc3c(c2)OCO3)c(C#N)c2c1CCCC2	13	3.5	4	9	21*	-6	0.2	17	4
CCCCn1nc2cc(C(=O)N(CC)c3ccc(OC)cc3)ccc2c1OCC	-6	2.5	-1	8	1	-3	/	-2	-3
COc1ccc(C2/C=C\CN(S(=O)(=O)c3cccc4cccnc34)CC(=O)N2Cc2ccc(F)cc2)cc1 (centres undefined)	-15	3.4	6	2	2	-5	/	8	-2
CSCC(=O)Nc1ccc(F)c(Cl)c1	3	2.0	-5	-15	5	-2	0.1	-4	0
Cc1c(C2(O)CCCCC2)[nH]c2cnccc12	-26	-1.5	0	0	/	/	-0.2	/	/
O=C(Cc1coc2ccc3ccccc3c12)Nc1nccs1	-5	5.8	2	3	2	-5	0.2	12	3

Looked up by compound from above:
SMILES	ZTA counter	PP5 primary	PP1 counter	PREPL inhibitor	Fh CTSL1 inh	EBNA-1 inh	Efflux pump mplx	core dimer inh	TPT1 inhibitor
Cc1ccc(N2CCN(S(=O)(=O)c3c(C)nc4scc(C)n4c3=O)CC2)c(C)c1	-16	5.3	1	14	-2	-10	0.2	10	1
N#C/C(=C/c1cccc([N+](=O)[O-])c1)C(=O)Nc1ccccc1O	-26	2.7	-3	6	-2	-6	-0.3	-5	1

Further results follow:
SMILES	ZTA counter	PP5 primary	PP1 counter	PREPL inhibitor	Fh CTSL1 inh	EBNA-1 inh	Efflux pump mplx	core dimer inh	TPT1 inhibitor
Cc1[nH]nc2c1C1(CCN(Cc3ccccc3)CC1)C(C#N)=C(N)O2	7	-4.2	-4	8	-3	-14	0.5	-1	-1
CCN(CC)CC(=O)n1c2c(c3ccccc31)CCCC2	13	1.3	-2	25	2	4	-0.1	-7	3
S=c1[nH]c2ccccc2n2cccc12	2	3.5	1	-2	-2	6	-0.3	55*	0
Cc1cc(C)nc(-n2ncc3c2CCCC3=O)n1	23	2.6	3	-2	-3	9	0.2	-3	2
COc1ccc(/C=N/NC(=O)c2cccnc2)cc1COc1ccc(NC(C)=O)cc1	-7	0.3	-1	-10	4	-1	-0.2	-3	-3
CC(=O)NS(=O)(=O)c1ccc(NC(=O)c2oc3c(Cl)cccc3c2C)cc1	3	0.0	-5	0	-3	2	0.1	2	-2
COC(=O)Nc1ccc(S(=O)(=O)N2CCC(C(=O)N3CCCC(C)C3)CC2)cc1 (centres undefined)	4	0.8	-3	6	2	-2	0.2	1	-1
CC(C)(C)n1nnnc1C(c1cccc(C(F)(F)F)c1)N1CCOCC1 (centres undefined)	0	4.4	-9	7	0	4	0.0	-4	0
COC(=O)/C(=C/c1c[nH]c2ccccc12)[N+](=O)[O-]	4	1.4	0	-3	-1	11	-0.2	0	-4
CNc1ccc(C(=O)OCC(=O)Nc2ccnn2C(C)C)cc1[N+](=O)[O-]	-5	1.1	0	-1	/	/	0.1	/	/
COc1ccc(C(=O)Nc2ccc(C(=O)N3CCCCC3C)cc2)c(OC)c1OC (centres undefined)	-9	-0.8	-6	5	3	-9	0.1	-9	-5
CCc1ccc(CN(C)C(=O)c2cc(COc3c(F)cccc3F)on2)cc1	14	2.1	1	2	1	-10	0.6	4	3
CC1CC(C)CN(CCCOc2ccccc2[N+](=O)[O-])C1 (centres undefined)	4	1.1	2	14	1	2	0.9	-15	-4
CCOC(=O)C(NC(C)=O)(Nc1ccc(S(=O)(=O)Nc2ncccn2)cc1)C(F)(F)F (centres undefined)	-1	0.3	-1	3	2	-1	0.0	0	2

Single records (already shown):
Entry for S=c1[nH]c2ccccc2n2cccc12 = ZTA counter = 2; PP5 primary = 3.5; PP1 counter = 1; PREPL inhibitor = -2; Fh CTSL1 inh = -2; EBNA-1 inh = 6; Efflux pump mplx = -0.3; core dimer inh = 55*; TPT1 inhibitor = 0
Entry for Cc1[nH]nc2c1C1(CCN(Cc3ccccc3)CC1)C(C#N)=C(N)O2 = ZTA counter = 7; PP5 primary = -4.2; PP1 counter = -4; PREPL inhibitor = 8; Fh CTSL1 inh = -3; EBNA-1 inh = -14; Efflux pump mplx = 0.5; core dimer inh = -1; TPT1 inhibitor = -1
